D1 ag: activates the human D1 dopamine receptor | P21728 | HEK293 T-REx D1 cells, calcium flux, agonist mode | activation, % at 2 µM | actives 1% (n = 360,000); also: 0% is about no effect
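Inducible HEK293 T-REx D1 cells, force-coupled to calcium signalling, were plated at 4000 cells/well with tetracycline and held overnight at 30 C. After no-wash calcium dye loading, compound-evoked calcium rise over 180 s flagged agonists.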
RXFP1 antag: antagonists of human relaxin receptor RXFP1; Q9HBX9; HEK293-RXFP1, relaxin-stimulated cAMP HTRF, 30 min; active compounds read low; activity change, negative = inhibition, % at 57.5 µM; actives 0.59% (n = 350,000); AID 1259400;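 active = activity change of -60% or lower, but not beyond a set lower limit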; also: % is scaled to controls: 0 for no effect and ±100 for the full control effect
Target sequence (Q9HBX9 whole entry, looked up): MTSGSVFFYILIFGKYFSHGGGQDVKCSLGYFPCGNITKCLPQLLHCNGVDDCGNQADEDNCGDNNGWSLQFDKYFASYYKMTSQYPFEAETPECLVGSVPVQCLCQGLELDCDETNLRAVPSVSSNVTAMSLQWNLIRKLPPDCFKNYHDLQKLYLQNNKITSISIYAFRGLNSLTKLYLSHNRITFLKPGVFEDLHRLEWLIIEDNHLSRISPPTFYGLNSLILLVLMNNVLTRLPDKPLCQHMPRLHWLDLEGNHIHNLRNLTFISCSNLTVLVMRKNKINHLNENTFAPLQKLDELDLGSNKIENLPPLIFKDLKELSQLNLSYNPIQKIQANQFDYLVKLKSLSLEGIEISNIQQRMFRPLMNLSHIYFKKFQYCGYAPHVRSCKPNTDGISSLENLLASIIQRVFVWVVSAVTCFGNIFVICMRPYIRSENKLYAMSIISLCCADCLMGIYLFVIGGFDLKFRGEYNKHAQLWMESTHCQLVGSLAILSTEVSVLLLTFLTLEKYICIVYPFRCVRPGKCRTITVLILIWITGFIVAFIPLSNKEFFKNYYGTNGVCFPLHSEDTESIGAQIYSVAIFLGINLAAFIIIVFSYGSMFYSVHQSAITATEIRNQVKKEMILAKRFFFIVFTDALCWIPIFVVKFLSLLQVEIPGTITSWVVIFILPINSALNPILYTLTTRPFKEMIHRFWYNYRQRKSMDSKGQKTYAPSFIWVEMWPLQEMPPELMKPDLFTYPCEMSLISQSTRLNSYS
D1 PAM: enhances dopamine response at the human D1 receptor; potentiation, % at 10 µM; P21728; HEK293 TREx D1 cells, calcium flux, dopamine EC20 potentiation; actives 0.036% (n = 360,000); in the data active = potentiation above about 30%; also: 0% is about no effect
D2 ag: agonists of human D2 dopamine receptor; HEK293 T-REx D2 cells, calcium flux agonist mode; activation, % at 2 µM; actives 0.53% (n = 340,000);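 active = activation over 3 SD above normal in the single-dose calcium agonist read, cut at about 30% in these data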; also: 0% is about no effect
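In this primary screen, compounds producing a positive calcium signal within 180 s of addition to tetracycline-induced, force-coupled HEK293 Trex D2 cells are flagged; cells are dye-loaded with a no-wash calcium kit beforehand.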
D2 antag: antagonists of human D2 dopamine receptor; actives 2% (n = 340,000); inhibition, % at 10 µM; AID 485344; P14416; HEK293 TREx D2 cells, calcium flux, dopamine EC80; in the data active = inhibition above about 30%; also: 0% is about no effect
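Inhibition of EC80 dopamine-driven calcium flux, recorded kinetically, defines activity here; cells are a tetracycline-induced HEK293 T-REx line expressing force-coupled D2.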
TRHR PAM: allosteric enhancers of human TRH receptor; P34981; TRHR cells, fluo-8 calcium fluorescence, EC20 TRH enhancement; enhancement, % at 2 µM; actives 0.66% (n = 360,000); AID 493056; in the data active = enhancement above about 30%; also: 0% is about no effect
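Enhancer read-out: after compound pinning and an initial kinetic agonist-mode read, an EC20 of TRH (10 nM final) was injected and fluo-8 calcium signal (Ex 480/Em 530) followed at 1 s/cycle for 100 cycles in TRHR-expressing cells.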
D1 antagonist: human D1 dopamine receptor antagonism | HEK293 TREx D1 cells, calcium flux, dopamine EC80; active compounds read low | activity change, negative = inhibition, % at 10 µM | actives 3.2% (n = 360,000) | AID 504652; in the data active = activity change below about -30%; also: % is scaled to controls: 0 for no effect and ±100 for the full control effect
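HEK293 T-REx cells expressing inducible, force-coupled D1 receptor; no-wash Ca dye, 30–90 min RT. Cmpd → 180 s read at 1 Hz → EC80 DA → 180 s read.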
D2 PAM: positive allosteric modulators of human D2 dopamine receptor; P14416; potentiation, % at 10 µM; HEK293 T-REx D2, calcium flux, EC20 dopamine potentiation; actives 0.34% (n = 340,000);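 active = potentiation over 3 SD above the plate norm, cut at about 30% in these data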; also: 0% is about no effect
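Tetracycline-induced HEK293 T-REx cells force-coupled to calcium signalling expressed D2; compounds were pin-added after a 10 s baseline, read kinetically 180 s, then an EC20 dopamine challenge followed with a further 180 s calcium read.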
TRHR agonist: TRH receptor (human) agonism. P34981. TRHR cells, calcium flux fluo-8, FDSS agonist mode. AID 493084. actives 0.18% (n = 360,000). activation, % at 2 µM; also: 0% is about no effect
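In this calcium-flux screen, cells bearing human TRHR are dye-loaded with fluo-8, baselined for 10 cycles, then exposed to library compounds; positive kinetic calcium responses during the agonist phase mark hits, with TRH as control.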
The depositor's hits bear a star; . = not tested or not shown; & = joins results of further samples. Rule as the data show it, unless noted: active = activation above about 30%; inactive = the rest.

SMILES | D1 ag | RXFP1 antag | D1 PAM | D2 ag | D2 antag | TRHR PAM | D1 antagonist | D2 PAM | TRHR agonist
CCSc1nnc(NC(=O)NC2CCCCC2)s1 | 8 | -9 | -8 | 0.0 | -13 | 1 | 24 | 3 | 2.1
C/C(=C\c1ccco1)CN1CCC(N2CCC(C(=O)N3CCOCC3)CC2)CC1 | 2 | -1 | 0 | -0.1 | -12 | 47* | -8 | 8 | 1.0
COCCCC1CCN(C(=O)C2CCC(=O)N(CC3CCCCC3)C2)CC1 (stereo not drawn) | 5 | -6 | -3 | 0.3 | -1 | -3 | -6 | -5 | 0.5
CC(=O)c1ccc(OCC(=O)NC2CCS(=O)(=O)C2)cc1 (stereo not drawn) | 0 | -9 | 5 | 0.1 | -18 | -2 | 0 | 18 | 0.9
CC1CN(C(=O)Nc2ccc3c(c2)OCCO3)CC(C)O1 (stereo not drawn) | 4 | 12 | -2 | 0.9 | 6 | 2 | 2 | 16 | 0.6
CC(=O)Nc1ccc(NC(=O)c2ccc(COc3ccc4c(C)cc(=O)oc4c3)cc2)cc1 | 2 | . | -8 | 1.7 | 7 | -6 | -22 | -8 | 0.3
Cc1ccc(-n2ncc3c(=O)[nH]c(SCC(=O)N4CCCC4)nc32)cc1C | -3 | . | -2 | -0.3 | 6 | 1 | 12 | 1 | -0.4
CCCN1CCc2c(sc(NC(=O)CCS(=O)(=O)c3ccccc3)c2C(=O)OC)C1 | -1 | -7 | -2 | 11 | 8 | 1 | 8 | -4 | 4.7
CC1(C)CC(=O)C2=C(C1)OC(N)=C(C#N)C2c1ccc(OC(=O)N2CCOCC2)cc1 (stereo not drawn) | 2 | -6 | 2 | 0.4 | 2 | -7 | 1 | 5 | -0.1
S=C(NCc1cccs1)Nc1ccc(Br)cc1Cl | 11 | -3 | -6 | 0.9 | 2 | -2 | -24 | 10 | -0.4
CC1(C)Cc2c(c(-c3ccccc3)[nH]c(=O)c2C#N)CO1 | 3 | 8 | 6 | 0.4 | -2 | -1 | 4 | 0 | -0.3
O=C1NC2(CCCCCCC2)C(=O)N1Cc1ccc(F)cc1 | 0 | 16 | 2 | . | . | -5 | 1 | 0 | -0.1
Cc1cc(C)c2c(c1)cc(C)c1nnc(SCC(=O)Nc3ccccc3N3CCOCC3)n12 | 1 | -5 | 0 | -0.7 | -7 | 3 | 15 | -6 | -1.0
O=C(CCN1CCCO1)N1CCCC(N2CCN(c3ccccc3F)CC2)C1 (stereo not drawn) | 2 | 18 | 0 | -2.3 | 7 | 6 | 3 | -6 | -0.7
CC(C)(C)C(=O)Nc1ccc(NC(=O)C(C)(C)C)cc1 | 1 | 3 | 5 | -2.4 | -10 | 7 | 22 | 2 | -1.3
CCCCc1nc(C(N)=O)c2[nH]c(=O)n(-c3ccccc3F)c2n1 | 6 | -12 | -4 | -0.4 | 12 | 3 | -17 | 4 | 0.0
O=C(OCc1cc(=O)n2nc(-c3cccs3)sc2n1)c1ccc(F)cc1 | 3 | . | 0 | -1.0 | . | 8 | -1 | 17 | 0.3
O=C(/C=C/c1ccccc1)Nc1nnc(SCC(=O)c2ccc3ccccc3c2)s1 | 3 | -8 | -5 | 4.1 | -7 | 3 | -7 | -4 | -1.2
CCOc1ccc(CCNC(=O)CSC(=S)N2CCCC2)cc1OCC | 3 | . | -3 | -0.4 | 1 | 2 | 6 | 0 | -0.8
COc1ccc(Nc2nc(NCc3ccco3)nc(N/N=C/c3ccc(O)cc3)n2)cc1 | 15 | . | 4 | 1.1 | 14 | 0 | -8 | -5 | -0.2

Limited to D1 PAM, for 3 of the compounds above:
SMILES	D1 PAM
CC(C)(C)C(=O)Nc1ccc(NC(=O)C(C)(C)C)cc1	5
CCCCc1nc(C(N)=O)c2[nH]c(=O)n(-c3ccccc3F)c2n1	-4
O=C(OCc1cc(=O)n2nc(-c3cccs3)sc2n1)c1ccc(F)cc1	0

The list continues.
SMILES | D1 ag | RXFP1 antag | D1 PAM | D2 ag | D2 antag | TRHR PAM | D1 antagonist | D2 PAM | TRHR agonist
O=C(COC(=O)CNC(=O)c1ccccc1)Nc1ccc(Cl)cc1C(F)(F)F | 1 | 5 | 0 | -0.3 | 7 | -1 | 10 | 4 | -0.7
CN1CCN(C(=O)C2(NC(=O)Nc3ccccc3Cl)CCCCC2)CC1 | 0 | 8 | 0 | 0.4 | -19 | -3 | 3 | -8 | 0.1
O=C(COc1ccc(N2C(=O)c3ccccc3C2=O)cc1)c1ccccc1 | 1 | 1 | -8 | . | . | -4 | -32* | . | 0.5
COc1ccccc1OCc1ccc(C(=O)Nc2ccc(C)c(C)c2)o1 | 1 | -22 | 4 | 0.3 | . | -1 | -20 | 2 | 0.4
Cc1csc(NC(=O)c2ccc(S(=O)(=O)N3CCCC3)cc2)n1 | 4 | -7 | 0 | 0.2 | 3 | -8 | -11 | -17 | -0.3
COc1ccc(-c2nnc(SCC(=O)NC(C)c3ccccc3)o2)cc1OC (stereo not drawn) | 0 | -9 | -6 | -1.3 | -6 | 1 | -29 | 9 | -0.7
O=C(NCC(O)c1ccc([N+](=O)[O-])cc1)c1cccc(S(=O)(=O)N2CCCC2)c1 (stereo not drawn) | 11 | -8 | 0 | 0.7 | -5 | -3 | 4 | -3 | 0.2
Cc1ccc(S(=O)(=O)N2CCN(Cc3cc(=O)n4ccccc4n3)CC2)c(C)c1 | 1 | -8 | -7 | 0.1 | -5 | 0 | -15 | -7 | -2.7
N#Cc1cnc2nc(SCc3ccccc3)nn2c1 | 3 | -14 | 1 | 0.6 | -7 | -4 | 10 | -6 | 0.4
COc1cc(C#N)c(NC(=O)CN2CCC(C(N)=O)CC2)cc1OC | 6 | -5 | 5 | 0.8 | -14 | 61* | -1 | 14 | 0.2

Entries of single compounds as entered above. Screens in order: D1 ag | RXFP1 antag | D1 PAM | D2 ag | D2 antag | TRHR PAM | D1 antagonist | D2 PAM | TRHR agonist
`COc1cc(C#N)c(NC(=O)CN2CCC(C(N)=O)CC2)cc1OC` as listed: 6 | -5 | 5 | 0.8 | -14 | 61* | -1 | 14 | 0.2
`Cc1ccc(S(=O)(=O)N2CCN(Cc3cc(=O)n4ccccc4n3)CC2)c(C)c1` as listed: 1 | -8 | -7 | 0.1 | -5 | 0 | -15 | -7 | -2.7
`COc1ccccc1OCc1ccc(C(=O)Nc2ccc(C)c(C)c2)o1` as listed: 1 | -22 | 4 | 0.3 | . | -1 | -20 | 2 | 0.4
`COc1ccc(-c2nnc(SCC(=O)NC(C)c3ccccc3)o2)cc1OC` (stereo not drawn) as listed: 0 | -9 | -6 | -1.3 | -6 | 1 | -29 | 9 | -0.7
`O=C(COc1ccc(N2C(=O)c3ccccc3C2=O)cc1)c1ccccc1` as listed: 1 | 1 | -8 | . | . | -4 | -32* | . | 0.5

(continued)
SMILES | D1 ag | RXFP1 antag | D1 PAM | D2 ag | D2 antag | TRHR PAM | D1 antagonist | D2 PAM | TRHR agonist
Cc1cccc(CS(=O)(=O)Cc2ccc(C(=O)NCc3ccc(F)cc3)o2)c1 | 2 | -25 | -1 | -0.2 | . | 4 | -16 | -2 | -0.1
O=C(Nc1ccccc1)c1cccc(S(=O)(=O)NC2CCCC2)c1 | 7 | -5 | -3 | 0.3 | -11 | 2 | -12 | 0 | -0.3
O=C(NNc1ncnc2c1cnn2-c1cccc(Cl)c1)c1ccco1 | 14 | -3 | -2 | -0.3 | -5 | 8 | 2 | 3 | -0.1
Cc1ccsc1C=Nc1c(C)n(C)n(-c2ccccc2)c1=O | 2 | 1 | 4 | 0.4 | -13 | 0 | -2 | -6 | 0.2
COc1ccc(/C=C/C2=NN(C)C(=O)CC2)cc1 | 1 | 6 | -1 | 0.0 | -5 | -4 | 3 | 0 | -1.6
FC(F)(F)c1cc(-c2cccs2)nc2cc(-c3ccccc3)nn12 | 2 | 0 | -8 | -0.2 | 12 | 0 | 24 | -1 | 1.2
CCCN(Cc1cc2cc(OC)ccc2[nH]c1=O)C(=O)c1ccncc1 | 2 | -3 | -5 | 0.1 | 4 | 1 | 16 | 8 | -1.0
Cn1cc([N+](=O)[O-])c(C(=O)NNC(=O)c2ccc([N+](=O)[O-])cc2Cl)n1 | -1 | -4 | -3 | 0.0 | 19 | 4 | 1 | -6 | 0.9
O=C(O)Cn1cc(C(=O)C(F)(F)F)c2ccccc21 | 3 | -8 | -4 | . | . | 5 | -5 | 0 | 0.1
Cc1ccccc1S(=O)Cc1ccc(C(=O)NC2CCCCCC2)o1 (stereo not drawn) | -1 | . | 1 | 0.5 | . | -18 | -9 | -1 | -0.9
Brc1nnc2n1-c1ccccc1Sc1ccccc1-2 | 2 | -9 | -11 | 0.0 | -8 | -4 | -8 | -1 | -0.3
COc1ccc(Oc2ccc(S(=O)(=O)N3CCCCC3)cc2S(=O)(=O)N2CCCCC2)cc1 | 10 | 9 | -11 | 0.5 | -1 | -10 | -14 | -1 | 0.8
O=C(Nc1ccc2c(c1)OCCO2)NC1CCCCC1 | 2 | -10 | -3 | -0.5 | -15 | 5 | 3 | . | -0.3
COc1ccc(-c2nc(CS(=O)(=O)CC(=O)NCCc3ccc(C)cc3)c(C)o2)cc1 | 2&-1 | -13&-5 | -3&1 | -0.2&-0.1 | 14 | 0&1 | 7&-7 | -23&6 | -0.8&-0.3
O=C1NC(NS(=O)(=O)c2ccc(Cl)cc2)(C(F)(F)F)C(=O)N1c1ccccc1 (stereo not drawn) | 2 | 21 | -4 | . | . | 1 | 14 | 5 | 0.2
CC1(C(=O)N(Cc2ccccc2)Cc2ccccc2)CC1(Br)Br (stereo not drawn) | 5 | -14 | -5 | -0.9 | 6 | -5 | -6 | -5 | 0.5
O=C(Nc1cccc(S(=O)(=O)N2CCCC2)c1)c1ccc2ccccc2n1 | 16 | 8 | -2 | 2.1 | 7 | -2 | -19 | -10 | 0.3
CCc1ccccc1OCc1nnc(N)s1 | 0 | 0 | -3 | 0.6 | 0 | 3 | -23 | 14 | -0.6
CC(C)CCNC(=O)CCC(=O)N1Cc2ccccc2Oc2ncccc21 | 1 | -2 | -1 | 0.4 | . | -26 | -7 | -22 | 1.6
CCN(C(=O)Cc1c(C(=O)O)[nH]c2ccccc12)c1ccc(OC)cc1 | 3&0 | 4&1 | -5&1 | 2.4&0.4 | 53* | 0&1 | 3&7 | -3&2 | 1.1&0.4
O=C1C=C(Nc2ccc(F)cc2)c2ccccc2C1=O | 1 | -14 | -8 | 0.0 | 8 | 11 | -1 | 4 | -1.2
CCCN(CC(=O)Nc1ccccc1OC)C(=O)Cc1ccccc1F | 2 | 5 | -2 | 0.7 | -4 | 4 | -7 | 5 | 1.9

Screening data (PubChem)

Rows were taken by chance; overall some 7.1% were active at least once.
